From PubChem BioAssay
PI4K2A block: inhibitors of human PI4K2A. Q9BTU6. purified PI4K2A, ADP-Glo luminescence, 1 h; hits give low values. activity change, negative = inhibition, % at 76.9 µM. 420,000 compounds, 0.13% hits. AID 1346378; in the data active = activity change below about -50%; inconclusive = mostly about -30% to -49%;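 also: -100% = wells without enzyme as full effect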
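PI4K2A activity was measured by ADP-Glo luminescence: enzyme (4 ug/mL stock) and phosphatidylinositol (1.2 mM stock) in Tris pH 7.5/MgCl2/EGTA/Triton X-100 buffer were reacted with ATP (300 microM stock) for one hour at ambient temperature.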
BAZ2B block: inhibitors of human BAZ2B bromodomain; AlphaScreen BAZ2B-H3K14Ac peptide displacement; 360,000 compounds, 4.4% hits; Q9UIF8; AID 504333; Potency, µM (top dose mostly 114 µM), without a hit: at the top dose activity change, negative = inhibition, hits mostly inhibitors; also: potency is read from the fitted curve at half-maximal effect; % is scaled to controls: 0 for no effect and ±100 for the full control effect; nearly all actives have a fitted effect of over 60% in size
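AlphaScreen luminescence quantifies BAZ2B engagement of H3K14Ac peptide; the protein and biotinylated peptide are both at 50 nM final, buffer PBS pH 7.4 with 0.01% Tween-20, all steps at room temperature.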
G9a block: blocks human histone lysine methyltransferase G9a; AID 504332; G9a H3K9 monomethylation, AlphaScreen, 2 h; 350,000 compounds, 8.8% hits; Potency, µM (series often up to 102 µM), inactives show top-dose activity, negative = inhibition, most hits filed as inhibitors; also: potency is read from the fitted curve at half-maximal effect; % is scaled to controls: 0 for no effect and ±100 for the full control effect; nearly all actives have a fitted effect of over 75% in size
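Enzyme 20 nM + cpd, 15 min RT; add b-H3K9 pep 500 nM / SAM 20 uM; 2 h RT; anti-H3K9me1 Ab 0.5 ug/mL + SA donor / anti-rabbit acceptor beads 20 ug/mL each, 10 min; AlphaScreen read.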
POLH inh: DNA polymerase eta (human) inhibition. Q9Y253. recombinant Pol eta, fluorescent DNA replication assay. Potency, µM (titrated, usually from 114 µM), for the others: at the top dose activity change, negative = inhibition, actives largely listed as inhibitors. 390,000 compounds, 1.2% hits. AID 588591; also: potency is read from the fitted curve at half-maximal effect; % is scaled to controls: 0 for no effect and ±100 for the full control effect
Target sequence (Q9Y253 whole entry, looked up): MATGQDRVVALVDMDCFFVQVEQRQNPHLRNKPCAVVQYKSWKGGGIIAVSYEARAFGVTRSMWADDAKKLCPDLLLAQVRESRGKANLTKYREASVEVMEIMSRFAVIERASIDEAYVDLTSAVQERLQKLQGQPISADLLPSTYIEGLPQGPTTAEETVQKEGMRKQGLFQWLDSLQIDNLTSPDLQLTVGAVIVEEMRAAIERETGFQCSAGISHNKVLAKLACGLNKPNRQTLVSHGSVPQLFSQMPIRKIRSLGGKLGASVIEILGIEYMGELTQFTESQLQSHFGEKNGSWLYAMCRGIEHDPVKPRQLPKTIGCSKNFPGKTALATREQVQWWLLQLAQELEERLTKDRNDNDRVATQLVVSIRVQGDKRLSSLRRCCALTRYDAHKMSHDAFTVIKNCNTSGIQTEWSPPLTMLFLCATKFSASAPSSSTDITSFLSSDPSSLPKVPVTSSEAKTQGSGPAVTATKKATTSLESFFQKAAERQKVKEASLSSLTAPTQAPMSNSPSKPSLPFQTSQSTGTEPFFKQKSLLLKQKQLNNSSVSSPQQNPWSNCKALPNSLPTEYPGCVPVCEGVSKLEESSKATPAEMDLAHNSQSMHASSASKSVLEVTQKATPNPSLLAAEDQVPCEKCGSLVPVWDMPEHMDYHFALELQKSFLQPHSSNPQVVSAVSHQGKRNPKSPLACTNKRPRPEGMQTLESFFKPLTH
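Fluorescent replication assay: 50 nM final substrate added after a 15 min room-temperature compound preincubation with 10 nM enzyme. Signal taken at 0 min and again at 10 min.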
Pin1 inh: human Pin1 inhibition; Pin1 FP peptide displacement, HiFluor488, 10 min; Potency, µM (top dose mostly 115 µM), for inactives: at the highest dose activity, negative = inhibition, actives largely listed as inhibitors; 390,000 compounds, 0.009% hits; AID 504891; active = well fitted inhibition curve with a large enough effect in the polarisation, with a control signal flat, not every such curve was filed as active; inconclusive = small, poorly fitted or top-dose-only effect, or effect the other way, or a change in a side signal; inactive = no such curve, though single readings can be large or run the other way; the % refers to the polarisation; also: potency is read from the fitted curve at half-maximal effect; % is scaled to controls: 0 for no effect and ±100 for the full control effect
Target sequence (Q13526 whole entry, looked up): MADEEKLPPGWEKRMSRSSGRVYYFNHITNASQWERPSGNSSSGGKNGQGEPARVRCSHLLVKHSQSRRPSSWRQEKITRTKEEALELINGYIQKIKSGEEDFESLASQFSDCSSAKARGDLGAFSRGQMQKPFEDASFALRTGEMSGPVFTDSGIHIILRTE
HP1b chromo inh: HP1-beta chromodomain-methylated histone interaction inhibition; 390,000 compounds, 0.56% hits; AlphaScreen HP1-beta / biotin-H3K9me3 peptide binding; Potency, µM (top dose mostly 114 µM), for inactives: at the highest dose activity change, negative = inhibition, actives largely listed as inhibitors; also: potency is read from the fitted curve at half-maximal effect; nearly all actives have a fitted effect of over 70% in size; inactives centre near 23
Target sequence (P83916 whole entry, looked up): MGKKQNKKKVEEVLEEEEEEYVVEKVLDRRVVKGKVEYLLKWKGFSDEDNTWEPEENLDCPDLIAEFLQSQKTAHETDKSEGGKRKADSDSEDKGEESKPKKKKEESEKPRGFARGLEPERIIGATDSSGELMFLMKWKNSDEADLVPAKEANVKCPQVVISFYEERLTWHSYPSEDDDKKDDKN
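HP1-beta protein (50 nM final) preincubated 30 min at room temperature with biotinylated H3(1-18)K9me3 peptide (50 nM) in PBS pH 7.4, 0.01% Tween-20, then compound added for 30 min. AlphaScreen streptavidin donor/nickel chelate acceptor beads (10 ug/mL final), 30 min dark, luminescence read.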
Tb PGK inh: T. brucei PGK inhibition; Potency, µM (highest dose often 57.5 µM), for the others: at the highest dose activity change, negative = inhibition, actives largely listed as inhibitors; PGK/GAPDH coupled, Kinase-Glo luminescence, 60 min; 380,000 compounds, 0.043% hits; P07378; also: potency is read from the fitted curve at half-maximal effect; % is scaled to controls: 0 for no effect and ±100 for the full control effect; nearly all actives have a fitted effect of over 60% in size
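Luminescent ATP detection (Kinase-Glo Plus) follows a 60-minute room-temperature incubation, with wells lacking PGK as controls. Buffer: 100 mM TEA (pH 7.6), 5 mM MgCl2, 0.01% Tween-20. Coupling enzyme GAPDH (100 nM final) supplies unstable 1,3-BPG in-well.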
GLS inhibitor: glutaminase GLS (human) inhibition; Potency, µM (top dose mostly 45.5 µM), for the others: at the highest dose activity change, negative = inhibition, most hits filed as inhibitors; GLS enzymatic activity, qHTS titration; 410,000 compounds, 0.21% hits; O94925; AID 624170; also: potency is read from the fitted curve at half-maximal effect; % is scaled to controls: 0 for no effect and ±100 for the full control effect
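Coupled fluorescence readout: glutamate oxidase/HRP/Amplex Red detect glutamate formed by hKGA from L-glutamine (1 mM solution added). Buffer 45 mM KH2PO4 pH 8.2, 0.02% Tween-20; reads at t0 and 30 min RT.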
JMJD2A Tudor: inhibitors of human JMJD2A Tudor domain; O75164; AlphaScreen JMJD2A-Tudor / H3K4me3 peptide binding; Potency, µM (highest dose often 114 µM), for the others: top-dose activity change, negative = inhibition, most hits filed as inhibitors; 390,000 compounds, 4.4% hits; AID 504339; also: potency is read from the fitted curve at half-maximal effect; % is scaled to controls: 0 for no effect and ±100 for the full control effect; nearly all actives have a fitted effect of over 50% in size
The depositor's hits bear a star; i = inactive; ? = inconclusive; nt = no result given; [ ] = another dose, or the depositor's remark. Unless noted, calls follow the shape of the dose curve; as a rule, active = well fitted curve in the direction sought with a large enough effect; inconclusive = small, poorly fitted or top-dose-only effect, or another doubt; inactive = no such curve, though single readings can be large; an effect the other way counts as inactive or inconclusive. Only part of the results is shown; rates above refer to the full screens.

SMILES	PI4K2A block	BAZ2B block	G9a block	POLH inh	Pin1 inh	HP1b chromo inh	Tb PGK inh	GLS inhibitor	JMJD2A Tudor
COc1ccc(/C=C2/SC(=O)N(CCNC(=O)C3CC(=O)N(Cc4ccccc4)C3)C2=O)cc1 (stereo not given)	-1	nt	nt	-7%	nt	nt	-2%	3%	nt
COc1ccc(S(=O)(=O)N(CCc2ccccc2)CC(=O)Nc2cccc(OC)c2)cc1	-1	31%	41%[59 µM]	-23%	38%[activator]	64%[activator]	-7%	-7%	-4%
Cc1onc(-c2ccccc2)c1NC(=O)OC(C)c1cccnc1 (stereo not given)	0	nt	nt	-5%	nt	nt	i	0%	nt
CC(=O)c1cc2c(cc1N(C(=O)c1ccco1)C(C(=O)NC1CCCC1)c1ccccc1F)OCO2 (stereo not given)	-5	0%	23%	-12%	5%	-2%	-5%	2%	?
Cc1cc(/C=C2\NC(=O)N(Cc3ccc(Cl)cc3)C2=O)c(C)n1C	-2	-28%	16µM*	-14%	10%	22%	-2%	-9%	-29%
CCOc1ccc(N2CC(C(=O)NCCc3ccc(F)cc3)CC2=O)cc1 (stereo not given)	5	6%	38%[59 µM]	-20%	5%	18%	i	-2%	5%
CCOc1ccccc1Nc1sc(C(=O)c2ccccc2)c(N)c1C(=O)Nc1ccccc1	-1	?	11µM*	-19%	15%	-4%	i	-10%	?
CCOc1ccc(NC(=O)C2CCN(S(=O)(=O)c3ccc4c(c3)C(C)(C)C(=O)N4C)CC2)cc1	-2	-21%	-6%	-14%	0%	53%[activator]	-9%	3%	-20%
ClC1(CNc2ccccc2)CCN(Cc2ccccc2)CC1	7	nt	nt	-22%	2%	-16%	-4%	18%	?
COc1ccc(CNC(=O)c2cccn2-c2nnc(N3CCCCC3)s2)c(OC)c1	4	-36%	-17%[59 µM]	-6%	3%	-15%	-4%	-25%	-21%

Continued (3 carried over from the part before).
SMILES	PI4K2A block	BAZ2B block	G9a block	POLH inh	Pin1 inh	HP1b chromo inh	Tb PGK inh	GLS inhibitor	JMJD2A Tudor
CCOc1ccc(NC(=O)C2CCN(S(=O)(=O)c3ccc4c(c3)C(C)(C)C(=O)N4C)CC2)cc1	-2	-21%	-6%	-14%	0%	53%[activator]	-9%	3%	-20%
ClC1(CNc2ccccc2)CCN(Cc2ccccc2)CC1	7	nt	nt	-22%	2%	-16%	-4%	18%	?
COc1ccc(CNC(=O)c2cccn2-c2nnc(N3CCCCC3)s2)c(OC)c1	4	-36%	-17%[59 µM]	-6%	3%	-15%	-4%	-25%	-21%
O=C(Nc1nccs1)C1CC(=O)N(CCc2ccc(F)cc2)C1 (stereo not given)	-4	-19%	?	3%	-13%	-7%	4%	-2%	-15%
CCCCC1=CC2=C(c3ccco3)C(=O)C(C)(OC(=O)c3ccc(OC)cc3)C(=O)C2=CN1C1CC1 (stereo not given)	-6	?	?	-3%	-14%	?	-4%	17%	?
CCCOC(=O)C1=C(C)N(C)C(=O)NC1c1cc2c(cc1Br)OCO2 (stereo not given)	-6	-18%	11%	-5%	0%	7%	0%	1%	-28%
COc1ccc(-c2noc(CN(C(=O)COc3cc(C)c(Br)c(C)c3)C(C)C)n2)cc1	0	-3%	48%[59 µM]	-20%	7%	84%[activator]	i	-7%	-7%
CC(=O)Nc1ccc(NC(=O)c2c(-c3ccccc3)noc2C)cn1	-5	-16%	7%	0%	4%	20%	2%	4%	-10%
CCCCCN1C=CC=C/C1=C\C=C(C#N)C#N	0	?	?	-10%	?	-10%	-1%	2%	-24%
Cc1ccsc1CN(C(=O)c1ccc([N+](=O)[O-])cc1)C1CCS(=O)(=O)C1 (stereo not given)	-1	-19%	12%	-4%	2%	11%	i	4%	-23%
CN(C)/C=C/C(=O)c1ccc2noc(-c3ccc(F)cc3)c2c1	-3	?	?	-12%	5%	?	-10%	-3%	-23%
Cc1ccccc1C(=O)NC(=S)Nc1ccccc1C(F)(F)F	-2	-28%	-43%[59 µM]	4%	-1%	8%	i	4%	-2%
CCN(CC)CCCCOc1ccccc1OC	2	-5%	-21%[12.7 µM]	1%	-3%	23%	-10%	-2%	-1%
O=C(NN=Cc1ccc2c(c1)OCO2)c1ccccc1	5	nt	nt	-7%	2%	26%[57 µM]	?	-9%	-3%
COc1ccc(C(=O)NNC(=O)c2ccc3ccccc3c2)cc1	0	nt	nt	-9%	13%	43%[activator]	-10%	2%	-10%
Cc1cc(C)cc(NC(=O)C(c2ccccc2)N2CCN(CC(=O)N3CCCC3)CC2)c1 (stereo not given)	-1	1%	50µM*	-6%	-5%	20%	i	2%	-21%
O=C1OC(NCc2cccnc2)(c2ccc(Cl)cc2)c2ccccc21 (stereo not given)	4	-11%	-6%	-7%	-1%	34%	-3%	-6%	4%
O=C(Nc1nc2cc3c(cc2s1)OCCO3)c1ccco1	-25	-6%	nt	-22%	14%	25%	?	4%	-17%
CCOc1ccccc1CNC(=O)C1CCN(C(=O)N2CCOc3ccc(Cl)cc32)CC1	-1	?	?	-12%	3%	3%	i	7%	?
CCOc1ccc(-c2nc(C#N)c(N3CCOCC3)o2)cc1	-2	?	?	-18%	0%	-13%	0%	3%	?
COC(=O)Cc1cc(=O)[nH]c(/N=C(\N)Nc2ccc(C)cc2)n1	-3	8%	2%[12.7 µM]	-8%	2%	7%	-3%	0%	?
O=C(CCNC(=O)c1ccc(Cl)cc1)Nc1ccc(F)cc1F	4	8%	6%[59 µM]	-6%	1%	12%	10%	0%	-5%
CC(C)c1c(O)nc(SCc2ccccc2)[nH]c1=O	-4	4%	-37%	-15%	0%	35%	6%	15%	1%
Cc1cccc(NC(=S)NC(C)(C)CC(C)(C)C)c1	2	?	18%	-12%	6%	20%	-1%	11%	-16%
CCOC(=O)C1C(=O)Oc2ccc3ccccc3c2C1C1CCOC1=O (stereo not given)	4	17%	?	-19%	-1%	47%[activator]	-9%	-2%	-9%
CCCCCc1ccc(-c2ccc(C(=O)O)cc2)nc1	0	12%	15%[59 µM]	12%	7%	18%	-6%	21%	4%[57.1 µM]
CC1CCCCC1NC(=O)c1cc(S(=O)(=O)N2CCCCC2)ccc1N1CCOCC1 (stereo not given)	2	-2%	0%[12.7 µM]	-14%	1%	31%	-1%	1%	-15%
COC(=O)c1ccc(NC(=O)c2ccccc2N(C)S(=O)(=O)c2ccccc2)cc1	5	8%	-38%[59 µM]	-10%	-7%	-4%	-10%	14%	-19%[11.4 µM]
CC12CCC(=O)N1C(C(=O)N1CCN(c3ccc(C(F)(F)F)cc3[N+](=O)[O-])CC1)CS2 (stereo not given)	0	-5%	nt	-1%	1%	0%	-2%	8%	-12%
O=C(NCCCN1CCOCC1)c1onc(CSc2ccccn2)c1C(=O)NCCCN1CCOCC1	0	nt	nt	7%	-1%	-12%	-8%	0%	-15%
COc1cccc(CN2CCC(n3nccc3NC(=O)C3CC3)CC2)c1	-1	-12%	-11%	-14%	9%	24%	0%	3%	-5%
Cc1noc(C)c1COc1ccccc1C(=O)N1CCN(S(=O)(=O)c2ccccc2F)CC1	1	-2%	?	-14%	-8%	27%	i	0%	0%
Cc1cccc(NC(=O)C2CCN(S(=O)(=O)c3c(C)noc3/C=C/c3ccco3)CC2)n1	1	?	?	-11%	?	?	0%	12%	-35%
Cc1cccc(C(=O)NNS(=O)(=O)c2ccccc2[N+](=O)[O-])c1	-6	-7%	?	-15%	6%	8%	4%	0%	?
Cc1cc(C)c(C#N)c(SCC(=O)C(C)(C)C)n1	10	84%[activator][57.1 µM]	-10%[59 µM]	-8%	-2%	71%[activator]	i	-3%	3%
COc1ccc(C2c3c(oc4ccc(Cl)cc4c3=O)C(=O)N2CCN2CCOCC2)cc1 (stereo not given)	-1	-13%	?	-15%	-7%	-16%	i	2%	-15%
O=C(N=Nc1c(O)[nH]c2ccc(Br)cc12)c1ccco1	1	nt	nt	-8%	nt	nt	-6%	0%	nt
Cc1c(OCC(N)=O)ccc2c(-c3ccccc3)cc(=O)oc12	3	?	-13%	?	266%[activator]	16%[57 µM]	-2%	1%	-32%
Cn1c(NC(=O)c2ccc(Cl)cc2)c(-c2ccccn2)c(=O)c2ccccc21	-3	?	?	-5%	-6%	24%	i	-14%	?
COc1ccc(-c2oc3ncn4nc(-c5ccccc5OC)nc4c3c2-c2ccc(OC)cc2)cc1	5	0%	-29%[59 µM]	-10%	5%	24%	1%	-3%	0%
CCOC(=O)C1=C(C)N(c2ccc(C)cc2)C(=O)/C1=C\c1cccs1	-1	10µM*	nt	-4%	-1%	?	6%	18%	13µM*
O=S(=O)(Nc1ccc2nc(-c3cccc(Cl)c3)oc2c1)c1ccccc1	-2	-6%	8%[59 µM]	nt	30%[activator]	33%[activator]	nt	11%	-17%
COc1ccccc1NS(=O)(=O)c1cc(C(=O)NC2CC(C)(C)NC(C)(C)C2)ccc1Cl	-4	nt	nt	-5%	0%	49%[activator]	-8%	4%	-2%
CCOC(=O)c1csc(NC(=O)COc2ccc(Cl)cc2Cl)n1	1	-4%	14%[59 µM]	-13%	3%	16%	10%	6%	-24%
O=C(CSc1cccc[n+]1[O-])NC1CCCCC1	-1	nt	nt	-2%	7%	31%	1%	15%	-9%
CCCCN(C(=O)c1sc2nc3n(c(=O)c2c1C)CCC3)c1c(N)n(CC(C)C)c(=O)[nH]c1=O	-5	8%	?	-18%	-2%	36%	0%	0%	-14%
